ERb SRC1 inh – inhibitors of ERβ-SRC1 coactivator interaction, primary screen, biochemical, TR-FRET, ERβ LBD, SRC-1 peptide; TR-FRET ER-beta LBD / SRC1-Cy5 peptide binding; receptor agonist-loaded with 1 µM estradiol; inhibition, % at 25.6 µM; 1.3% of 86,000 active;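 active = compounds whose percent inhibition of the receptor-coactivator binding signal exceeds about 50% in the single-dose screen, limit read from the data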;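 note: 0% = receptor plus peptide wells without compound and 100% = peptide-only wells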
PLAP activator – PLAP enzyme activators, biochemical, luminescence, HTS | Alkaline phosphatase, placental type (Homo sapiens), P05187 | purified PLAP enzyme, luminescent substrate read-out; stronger effect = higher value | activation fold at 20 µM | 1.2% of 96,000 active; in the data active = activation fold above about 2
FAK blocker – FAK kinase inhibitors, primary screen, biochemical | Focal adhesion kinase 1 (Homo sapiens), Q05397 | biochemical FAK kinase activity assay | AID 727, 2007 | 0.84% of 97,000 active | inhibition, %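 (tested at 7 µM)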; in the data active = inhibition above about 19%;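 note: 0% = DMSO and 100% = reference compound high control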
ERa coact inh – ERα–SRC-1 coactivator interaction inhibitors, primary screen, biochemical, TR-FRET, ERα LBD, estradiol-bound. Estrogen receptor (Homo sapiens), P03372. TR-FRET ER-alpha LBD / SRC-1 peptide. inhibition, % at 25.6 µM. 1.7% of 86,000 active. AID 629, 2007; in the data active = inhibition above about 50%;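 note: 0% = receptor plus peptide control and 100% = peptide only without receptor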
Target sequence (P03372 whole entry, looked up, the tested form may be a part): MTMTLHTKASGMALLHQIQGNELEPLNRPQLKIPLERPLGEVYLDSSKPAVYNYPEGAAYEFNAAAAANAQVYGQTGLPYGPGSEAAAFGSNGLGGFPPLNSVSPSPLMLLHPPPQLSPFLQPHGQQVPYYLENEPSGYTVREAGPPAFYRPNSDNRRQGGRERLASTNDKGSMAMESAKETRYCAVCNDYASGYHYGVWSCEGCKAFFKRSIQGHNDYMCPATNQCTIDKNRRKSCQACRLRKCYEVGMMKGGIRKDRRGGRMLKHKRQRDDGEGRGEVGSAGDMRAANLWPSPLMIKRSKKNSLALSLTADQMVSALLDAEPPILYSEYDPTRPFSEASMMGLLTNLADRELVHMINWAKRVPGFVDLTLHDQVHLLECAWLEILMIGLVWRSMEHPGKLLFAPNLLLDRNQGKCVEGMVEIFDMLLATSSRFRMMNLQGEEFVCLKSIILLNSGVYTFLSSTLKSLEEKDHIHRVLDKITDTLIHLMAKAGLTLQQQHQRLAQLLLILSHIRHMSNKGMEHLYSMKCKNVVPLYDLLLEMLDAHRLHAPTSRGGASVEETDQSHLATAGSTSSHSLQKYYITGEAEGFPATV
ERa SRC1 pot – enhancers of ERα–SRC-1 coactivator binding, primary screen, biochemical, TR-FRET, ERα LBD, low estradiol; Estrogen receptor (Homo sapiens), P03372; TR-FRET ERalpha-LBD/SRC-Cy5 coactivator binding, 2 h; 100 = basal binding, no effect; coactivator binding (% of control), % at 25.6 µM; 1.3% of 86,000 active; AID 639, 2007; in the data active = activity above about 200%;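 note: binding measured in presence of low estradiol as agonist stimulus; 0% = peptide alone without receptor and 100% = receptor with peptide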
Mac1 fbg inh – inhibitors of CD11b/CD18 adhesion to fibrinogen, primary screen, K562 cells, luminescence. Integrin beta-2 (Homo sapiens) + Integrin alpha-M (Homo sapiens), P05107+P11215. inhibition, % at 10 µM. 0.54% of 93,000 active. AID 1497, 2009. ATPlite luminescence; Mn2+ added to activate the integrin;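 active = primary inhibition of 50% or more at 10 µM, then 40% or more on retest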; note: some results filed as inactive read as strong as hits
MT1-MMP txn act – MT1-MMP promoter reporter activation – cell-based, luciferase luminescence, primary screen; activation factor at 10 µM; HT1080 MT1-MMP promoter luciferase reporter, overnight; stronger effect = higher value; 0.16% of 86,000 active;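 active = activation factor of at least 2 for MT1-MMP transcription at 10 µM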
Mac1 fbg enh – enhancers of CD11b/CD18 adhesion to fibrinogen, primary screen, K562 cells, luminescence; Integrin beta-2 (Homo sapiens) + Integrin alpha-M (Homo sapiens), P05107+P11215; ATPlite luminescence; activation, % at 10 µM; 0.07% of 93,000 active; AID 1499, 2009;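 active = 10 µM primary screen giving 50% or more activity, confirmed by 40% or more on retest at that dose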; note: strong numbers were not always called active; reference of the scale not given here
Ecoli WT expand – growth inhibitors of wild-type E. coli, primary screen, strain BW25113, expanded library, OD600; growth inhibition, % at 100 µM; OD600 absorbance; 0.15% of 98,000 active; AID 710, 2007;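 active = growth inhibition above about 50% at one test dose, limit read from the data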;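 note: growth measured after 20 h incubation at 37 °C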
The depositor's hits bear a star; · = not tested or not shown; [ ] = remark or other dose.

[1] C#CCN1C(=O)C(O)(CC(=O)c2cccc(OC)c2)c2ccccc21 (stereo unspecified)
[2] CCN(CC)CCSc1nc(O)c(C(C)C)c(=O)[nH]1
[3] CCOC(=O)Nc1cc(C(=O)OCC)c(C)nc1C
[4] CCOC(=O)c1c(NC=O)sc2c1CCC2
[5] COc1ccc(CC(=O)N2CC3(C)CC2CC(C)(C)C3)cc1 (stereo unspecified)
compound no.,1,2,3,4,5
Mac1 fbg inh,·,-16.1,2.0,-18.1,6.5
FAK blocker,2.1,0.6,·,2.5,-1.2
PLAP activator,1.4,0.8,0.9,0.7,1.2
ERa coact inh,2.1,14.9,-3.6,10.4[fluorescence artefact?],4.5
ERb SRC1 inh,0.3[fluorescence artefact?],6.7,-2.9,-3.3[fluorescence artefact?],2.9
Mac1 fbg enh,·,-3.9,-0.7,-1.0,1.0
ERa SRC1 pot,101.3,111.5,108.7,118.3,90.5
MT1-MMP txn act,1.1,·,1.1,1.2,1.2
Ecoli WT expand,9.0,-1.0,-2.0,5.0,6.0

[6] O=C(NCCc1ccccc1F)C(=O)Nc1nccs1
[7] Cc1ccc(CC(=O)Nc2ccccc2N2CCOCC2)cc1C
[8] Cc1ccc(NC(=O)CN(Cc2ccccc2)S(C)(=O)=O)cc1C
[9] CCOc1ccc(-c2nnn(CC(=O)c3ccc4c(c3)OCCO4)n2)cc1OCC
[10] CCn1c(Cc2ccccc2)nnc1SCc1nc2ccccc2c(=O)[nH]1
compound no.,6,7,8,9,10
Mac1 fbg inh,2.0,4.8,3.9,8.9,5.0
FAK blocker,-2.7,-0.5,-0.8,-2.9,-0.1
PLAP activator,0.9,1.4,0.9,1.3,1.1
ERa coact inh,·,-6.1,4.4,13.1[fluorescence artefact?],-6.7
ERb SRC1 inh,·,-1.2,0.2[fluorescence artefact?],26.2[fluorescence artefact?],-7.3
Mac1 fbg enh,2.0,-2.8,2.9,-4.1,-2.7
ERa SRC1 pot,·,101.4,108.9,385.5*[fluorescence artefact?],103.9[fluorescence artefact?]
MT1-MMP txn act,·,1,1,1.1,1.2
Ecoli WT expand,-4.0,-1.0,3.0,7.0,-3.0

[11] Cc1ccc(C(=O)/C=C2\NCC(C)NC2=O)cc1 (stereo unspecified)
[12] COc1ccc2c(c1)n([O-])c1c([n+]2=O)CCC1
[13] CCc1c(C)nc2ncnn2c1N1CCCC(C(=O)Nc2cc(F)ccc2C)C1 (stereo unspecified)
[14] Cc1cccc(-n2ncc3c(NCc4ccco4)ncnc32)c1
[15] COC(=O)c1ccc(C)c(NC(=O)c2nn(C)c(=O)c3ccccc23)c1
compound no.,11,12,13,14,15
Mac1 fbg inh,-2.1,·,5.6,·,6.3
FAK blocker,-3.1,·,-1.1,·,0.6
PLAP activator,0.9,·,1.7,·,1
ERa coact inh,1.4,20.4,·,-10.6,-11.9
ERb SRC1 inh,8.3[fluorescence artefact?],50.9*,·,-2.8,0.2
Mac1 fbg enh,-2.3,·,-2.1,·,-4.4
ERa SRC1 pot,97.7,65.1[fluorescence artefact?],·,91.2,185.9[fluorescence artefact?]
MT1-MMP txn act,·,1.1,·,1.9,1.1
Ecoli WT expand,-3.0,·,-6.0,0.0,-7.0

[16] CCCn1c(SCC(=O)Nc2cccc(C(=O)OCC)c2)nnc1-c1ccoc1C
[17] COc1ccc(S(=O)(=O)N(Cc2ccccc2)Cc2nc3ccccc3c(=O)[nH]2)cc1
[18] O=C(Nc1ccc(Oc2ccccc2)cc1)C1CCCO1 (stereo unspecified)
[19] CC(=O)NC(Cc1ccccc1C)C(=O)NC1CCN(c2c3c(nc4ncnn24)CCC3)CC1 (stereo unspecified)
[20] COc1ccc(S(=O)(=O)N2CCCC(C(=O)O)C2)cc1 (stereo unspecified)
compound no.,16,17,18,19,20
Mac1 fbg inh,-2.2,-6.4,-12.2,·,-5.0
FAK blocker,-1.3,-2.2,0.5,·,-2.5
PLAP activator,1,0.9,1.2,·,0.8
ERa coact inh,3.6,-1.6,26.0,9.4,-1.3
ERb SRC1 inh,-1.1,-4.9,29.5,0.1,14.8
Mac1 fbg enh,1.6,-2.1,-2.5,·,-3.3
ERa SRC1 pot,97.2,115.5,75.6,116.6,85.7
MT1-MMP txn act,1.2,1,1.2,1.2,·
Ecoli WT expand,1.0,-5.0,2.0,·,-6.0

Part of the list above in order of count of non-hydrogen atoms, descending:
[19] CC(=O)NC(Cc1ccccc1C)C(=O)NC1CCN(c2c3c(nc4ncnn24)CCC3)CC1 (stereo unspecified)
[15] COC(=O)c1ccc(C)c(NC(=O)c2nn(C)c(=O)c3ccccc23)c1
[18] O=C(Nc1ccc(Oc2ccccc2)cc1)C1CCCO1 (stereo unspecified)
compound no.,19,15,18
Mac1 fbg inh,·,6.3,-12.2
FAK blocker,·,0.6,0.5
PLAP activator,·,1,1.2
ERa coact inh,9.4,-11.9,26.0
ERb SRC1 inh,0.1,0.2,29.5
Mac1 fbg enh,·,-4.4,-2.5
ERa SRC1 pot,116.6,185.9[fluorescence artefact?],75.6
MT1-MMP txn act,1.2,1.1,1.2
Ecoli WT expand,·,-7.0,2.0

The list continues.
[21] COc1ccc(N2CCN(C(=O)C3CCN(S(=O)(=O)N4CCOCC4)CC3)CC2)cc1
[22] CCOC(=O)Cn1c2c(c(=N)c3c1CCC3)CCC2
[23] Cc1cccc(-n2c(SCC(=O)N3CCCC3)nnc2-c2ccccn2)c1C
[24] Cc1ccc2[nH]c(=O)c(CN(CCc3ccccc3)Cc3nnnn3CC3CCCO3)cc2c1 (stereo unspecified)
[25] O=C(NCc1ccco1)c1nn2c(C(F)(F)F)cc(-c3cccs3)nc2c1Cl
[26] O=C(c1coc(=O)c(Br)c1)N1CCOCC1
[27] COc1ccccc1NC(=O)c1cc(S(=O)(=O)N2CCC3(CC2)OCCO3)ccc1F
[28] CN1/C(=c2/s/c(=C3/C(=O)N(c4ccccc4)NC3=Nc3ccccc3)n(C)c2=O)C(C)(C)c2ccccc21
compound no.,21,22,23,24,25,26,27,28
Mac1 fbg inh,·,22.6,-1.8,·,-6.5,-7.4,10.9,-33.1
FAK blocker,2.0,-5.3,-5.6,6.8,-3.4,6.4,-1.9,-2.9
PLAP activator,1.1,0.9,1.1,·,0.9,0.9,0.9,0.7
ERa coact inh,-16.2,-3.3,3.6[fluorescence artefact?],4.9,12.2,·,1.3,·
ERb SRC1 inh,-4.7,-3.1,-4.3[fluorescence artefact?],-8.9,8.0[fluorescence artefact?],·,0.1,·
Mac1 fbg enh,·,-2.7,-0.5,·,44.0,1.7,-1.9,14.0
ERa SRC1 pot,124.5,125.0,98.5,99.8[fluorescence artefact?],120.0[fluorescence artefact?],·,109.3,·
MT1-MMP txn act,1,1.3,1,1.1,1.2,1.1,1.1,·
Ecoli WT expand,-5.0,5.0,2.0,-12.0,-8.0,0.0,-10.0,-15.0

Eleven structures from above, ordered by molar mass, ascending:
[22] CCOC(=O)Cn1c2c(c(=N)c3c1CCC3)CCC2
[18] O=C(Nc1ccc(Oc2ccccc2)cc1)C1CCCO1 (stereo unspecified)
[20] COc1ccc(S(=O)(=O)N2CCCC(C(=O)O)C2)cc1 (stereo unspecified)
[15] COC(=O)c1ccc(C)c(NC(=O)c2nn(C)c(=O)c3ccccc23)c1
[23] Cc1cccc(-n2c(SCC(=O)N3CCCC3)nnc2-c2ccccn2)c1C
[25] O=C(NCc1ccco1)c1nn2c(C(F)(F)F)cc(-c3cccs3)nc2c1Cl
[16] CCCn1c(SCC(=O)Nc2cccc(C(=O)OCC)c2)nnc1-c1ccoc1C
compound no.,22,18,20,15,23,25,16
Mac1 fbg inh,22.6,-12.2,-5.0,6.3,-1.8,-6.5,-2.2
FAK blocker,-5.3,0.5,-2.5,0.6,-5.6,-3.4,-1.3
PLAP activator,0.9,1.2,0.8,1,1.1,0.9,1
ERa coact inh,-3.3,26.0,-1.3,-11.9,3.6[fluorescence artefact?],12.2,3.6
ERb SRC1 inh,-3.1,29.5,14.8,0.2,-4.3[fluorescence artefact?],8.0[fluorescence artefact?],-1.1
Mac1 fbg enh,-2.7,-2.5,-3.3,-4.4,-0.5,44.0,1.6
ERa SRC1 pot,125.0,75.6,85.7,185.9[fluorescence artefact?],98.5,120.0[fluorescence artefact?],97.2
MT1-MMP txn act,1.3,1.2,·,1.1,1,1.2,1.2
Ecoli WT expand,5.0,2.0,-6.0,-7.0,2.0,-8.0,1.0

[21] COc1ccc(N2CCN(C(=O)C3CCN(S(=O)(=O)N4CCOCC4)CC3)CC2)cc1
[24] Cc1ccc2[nH]c(=O)c(CN(CCc3ccccc3)Cc3nnnn3CC3CCCO3)cc2c1 (stereo unspecified)
[19] CC(=O)NC(Cc1ccccc1C)C(=O)NC1CCN(c2c3c(nc4ncnn24)CCC3)CC1 (stereo unspecified)
[28] CN1/C(=c2/s/c(=C3/C(=O)N(c4ccccc4)NC3=Nc3ccccc3)n(C)c2=O)C(C)(C)c2ccccc21
compound no.,21,24,19,28
Mac1 fbg inh,·,·,·,-33.1
FAK blocker,2.0,6.8,·,-2.9
PLAP activator,1.1,·,·,0.7
ERa coact inh,-16.2,4.9,9.4,·
ERb SRC1 inh,-4.7,-8.9,0.1,·
Mac1 fbg enh,·,·,·,14.0
ERa SRC1 pot,124.5,99.8[fluorescence artefact?],116.6,·
MT1-MMP txn act,1,1.1,1.2,·
Ecoli WT expand,-5.0,-12.0,·,-15.0
